# Yeast superoxide: reduction of superoxide in aged yeast, primary screen, HTS; S. cerevisiae aged cells, superoxide DHE fluorescence; active compounds read low; 330,000 tested, 0.18% active; superoxide response (% of plate mean), % at 10 µM;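 active = superoxide response under a set limit, about three screen SD below normal, cut at about 65% in these data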;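 note: yeast aged for seven days with compound at 30 °C before DHE staining; 100% = average MFI of all compound-treated wells on the plate with controls excluded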
# VLA-4 inh: inhibition in human VLA-4 binding assay, primary screen, VLA-4 allosteric modulator project, MLPCN library, flow cytometry, VLA-4 expressing cells; Integrin alpha-4 (Homo sapiens), P13612; ligand binding flow cytometry; inhibition, % (about 7 µM as worked out from the volumes in the protocol); 330,000 tested, 0.2% active; AID 2557, 2010; in the data active = inhibition above about 50%
# MCL1-BIM inh: inhibitors of MCL1 binding to BIM-BH3, primary screen, biochemical, fluorescence polarization | Induced myeloid leukemia cell differentiation protein Mcl-1 (Homo sapiens), Q07820 | GST-MCL1 / FITC-Bim-BH3 fluorescence polarization | inhibition, % at 10.9 µM | 320,000 tested, 0.68% active;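 active = inhibition above the mean inhibition of all tested compounds plus 3 SD, set per campaign, cut at about 40% in these data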;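 note: 0% = DMSO wells and 100% = unlabeled Bim-BH3 peptide control; higher means more loss of mP so more displacement of Bim peptide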
# Target sequence (Q07820 whole entry, looked up): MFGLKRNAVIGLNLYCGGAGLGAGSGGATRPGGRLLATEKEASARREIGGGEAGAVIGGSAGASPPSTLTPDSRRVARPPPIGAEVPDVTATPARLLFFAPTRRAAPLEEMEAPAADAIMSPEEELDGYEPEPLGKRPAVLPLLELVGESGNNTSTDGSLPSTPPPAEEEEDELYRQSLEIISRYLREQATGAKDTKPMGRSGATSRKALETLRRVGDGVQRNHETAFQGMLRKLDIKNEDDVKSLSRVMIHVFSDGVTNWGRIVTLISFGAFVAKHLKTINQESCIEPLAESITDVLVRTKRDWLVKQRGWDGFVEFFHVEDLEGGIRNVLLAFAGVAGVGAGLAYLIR
# BCLXL inh: inhibitors of human Bcl-xL, primary screen, biochemical, fluorescence polarization, HTS | 320,000 tested, 0.7% active | inhibition, % at 10.9 µM | Bcl-2-like protein 1 (Homo sapiens), Q07817 | GST-Bcl-xL / FITC-Bim BH3 peptide fluorescence polarization;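 active = inhibition above the mean of all tested compounds plus 3 SD, cutoff set per campaign, cut at about 30% in these data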;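 note: 0% = DMSO wells and 100% = unlabeled Bim-BH3 peptide competitor; inhibitors lower millipolarization by displacing the labeled peptide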
# GRK2 inh: compounds blocking aptamer binding on GRK2 – biochemical, human GRK2, bead flow cytometry, HTS, primary screen. Beta-adrenergic receptor kinase 1 (Homo sapiens), P25098. inhibition of aptamer binding, % at 10 µM. 330,000 tested, 0.59% active. FAM-aptamer displacement from GRK2;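 active = inhibition of aptamer binding above 40%, roughly 3 SD of noise, on plates passing a quality check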;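 note: median bead fluorescence of bound FAM aptamer so fluorescent compounds give negative values; no value below 0 was filed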
# Target sequence (P25098 whole entry, looked up): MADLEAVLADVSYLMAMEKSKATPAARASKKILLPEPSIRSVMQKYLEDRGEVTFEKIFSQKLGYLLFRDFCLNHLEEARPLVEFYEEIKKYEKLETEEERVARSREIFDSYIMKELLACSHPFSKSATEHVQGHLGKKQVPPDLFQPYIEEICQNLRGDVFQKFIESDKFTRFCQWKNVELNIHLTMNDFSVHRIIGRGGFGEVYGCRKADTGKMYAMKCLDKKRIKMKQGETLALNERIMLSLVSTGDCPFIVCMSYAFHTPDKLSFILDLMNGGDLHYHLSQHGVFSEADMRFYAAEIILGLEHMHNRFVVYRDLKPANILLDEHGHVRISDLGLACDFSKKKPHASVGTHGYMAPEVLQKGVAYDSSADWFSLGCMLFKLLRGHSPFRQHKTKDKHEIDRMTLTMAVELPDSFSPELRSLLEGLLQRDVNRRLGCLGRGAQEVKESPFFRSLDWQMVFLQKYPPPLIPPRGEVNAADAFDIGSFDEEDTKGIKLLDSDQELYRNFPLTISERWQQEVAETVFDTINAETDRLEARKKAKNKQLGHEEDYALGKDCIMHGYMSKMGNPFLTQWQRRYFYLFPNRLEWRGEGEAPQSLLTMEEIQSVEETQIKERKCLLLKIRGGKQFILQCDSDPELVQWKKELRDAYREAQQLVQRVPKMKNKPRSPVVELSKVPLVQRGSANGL
# GLD-1 TGE inh: GLD-1/TGE RNA complex disruptors, primary screen, biochemical, fluorescence polarization; Female germline-specific tumor suppressor gld-1 (Caenorhabditis elegans), Q17339; purified GLD-1 + fluorescein TGE RNA; inhibition, % at 5.96 µM; 320,000 tested, 0.44% active;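 active = percent inhibition above a per-plate cutoff, the plate mean of test compounds plus 3 SD, cut at about 30% in these data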;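 note: 0% = DMSO wells with GLD-1 and probe and 100% = wells lacking GLD-1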
# CIT2 TOR yeast: modulators of CIT2-GFP expression in yeast, primary screen, S. cerevisiae, GFP fusion, multiplex flow cytometry, MLPCN library; S. cerevisiae CIT2-GFP strain, 3 h; 100 means same as DMSO wells; GFP response vs DMSO, % at 10 µM; 320,000 tested, 0.065% active; AID 2029, 2009;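 active = GFP response relative to DMSO above a set limit, near the screen mean plus 3 SD, cut at about 150% in these data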;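 note: ratio of well median GFP fluorescence to mean of DMSO wells on the plate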
# AGP1-GFP MLPCN: modulators of AGP1-GFP expression in yeast TOR pathway, primary screen, cell-based, multiplex flow cytometry, S. cerevisiae, MLPCN library; 3 h; GFP as percent of DMSO wells; GFP response vs DMSO, % at 10 µM; 320,000 tested, 0.02% active; AID 2066, 2009;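 active = GFP response relative to DMSO above a set limit, near screen average plus 3 SD, cut at about 150% in these data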;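 note: median GFP channel fluorescence of the gated AGP1 strain per well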
# MEX-5 binding: MEX-5 zinc finger RNA-binding disruptors – biochemical, C. elegans, fluorescence polarization, MLPCN library, primary screen; Zinc finger protein mex-5 (Caenorhabditis elegans), Q9XUB2; MEX-5/FITC-TCR2 RNA binding; active compounds read low; activity score (negative = inhibition of binding), % at 10 µM; 300,000 tested, 0.38% active;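 active = inhibition past about -25% in most replicates, and total fluorescence under double the plate's negative control median, limit read from the data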;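 note: 0% = DMSO and -100% = 5 µM competing unlabeled TCR2 RNA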
# Numbers without * were called inactive; nt = no result given.
# Every second line gives: Yeast superoxide	VLA-4 inh	MCL1-BIM inh	BCLXL inh	GRK2 inh	GLD-1 TGE inh	CIT2 TOR yeast	AGP1-GFP MLPCN	MEX-5 binding
NC(=O)CC12CC3CC(C1)CC(CC(N)=O)(C3)C2
 : 118	7	-2	1	0	-1	98	105	0.2
CCOC(=O)Cc1csc(NC(=O)CSc2nnc(-c3ccc(F)cc3)o2)n1
 : 100	0	6	5	1	3	104	102	-3.5
CC(C)CCNC(=O)NC(=O)CSc1nnc(-c2ccccc2F)n1N
 : 93	30	-3	-1	9	-1	97	106	1.0
Cc1cc(C)n2c(SCC(=O)N(CC(C)C)c3c(N)n(CC(C)C)c(=O)[nH]c3=O)nnc2n1
 : 101	-3	-13	-12	0	-1	103	97	-4.2
CCOC(=O)Cc1cnc(NC(=O)CSc2nc(N)cc(=O)[nH]2)s1
 : 99	4	5	0	0	-5	93	98	-5.3
CCO[C@@H]1OC(C(=O)NC2CC2)=C[C@H](c2csc3ccccc23)[C@H]1CCCO
 : nt	nt	-1	2	nt	4	nt	nt	0.5
COc1ccc(N2CN=C3SCC(=O)N3C2)cc1
 : 94	15	4	-4	2	1	94	105	-1.2
CCOC(=O)C(CC)Sc1nnc2c3cc(C)ccc3n(C)c2n1 (stereo not given)
 : 102	-2	7	3	0	3	94	104	0.6
O=C(CSc1nnnn1-c1ccccc1)NC(=O)Cc1ccccc1
 : 120	34	2	-2	2	1	102	106	nt
CC1(CCC(=O)N2CCCC(N3CCN(c4cccc(C(F)(F)F)c4)CC3)C2)CC1 (stereo not given)
 : 101	13	3	3	1	1	103	102	-1.8
CC(=O)N(OCc1ccc(OC(C)C)c(Cl)c1)C(C)=O
 : 114	13	4	5	0	5	97	105	0.9
CC1(C)Cc2ccccc2-c2nnc(-c3ccco3)n21
 : 90	-3	7	6	1	2	93	92	-0.4
Cn1cccc1Cc1nnc(SCC(=O)Nc2ccc3c(c2)OCCO3)n1-c1ccc(F)cc1
 : 98	33	-2	-4	0	4	110	106	-3.6
Cc1cc(NC(=O)CCCSc2nc(-c3ccco3)cc(C(F)(F)F)n2)no1
 : 91	-3	-7	-2	0	3	101	102	-0.9
COc1ccc(C(O)(CCN2CCOCC2)c2ccccc2)cc1 (stereo not given)
 : 83	19	-2	0	2	5	116	106	0.9
CC1CCN(C(=O)CC#N)CC1
 : 101	5	6	-5	0	-5	91	98	0.6
CCOc1ccc(OCCC(=O)OCC(=O)NC(C)c2ccccc2)cc1 (stereo not given)
 : 87	4	-18	-9	2	3	104	108	0.8
CN(CC(=O)NNC(=O)CNC(=O)c1ccccc1F)S(=O)(=O)c1ccc(Cl)cc1
 : 101	-3	7	3	3	3	95	99	nt
O=C(N/N=C/c1ccccc1[N+](=O)[O-])c1ccc2nc[nH]c2c1
 : 111	3	6	-1	0	5	97	106	-2.4
O=C(CN1C(=O)CSc2ccccc21)N1CCc2ccccc21
 : 99	nt	7	2	0	1	90	97	-3.2

# 11 entries from above, sorted by length of the SMILES, largest number first:
# Every second line gives: Yeast superoxide	VLA-4 inh	MCL1-BIM inh	BCLXL inh	GRK2 inh	GLD-1 TGE inh	CIT2 TOR yeast	AGP1-GFP MLPCN	MEX-5 binding
CCO[C@@H]1OC(C(=O)NC2CC2)=C[C@H](c2csc3ccccc23)[C@H]1CCCO
 : nt	nt	-1	2	nt	4	nt	nt	0.5
CN(CC(=O)NNC(=O)CNC(=O)c1ccccc1F)S(=O)(=O)c1ccc(Cl)cc1
 : 101	-3	7	3	3	3	95	99	nt
CC1(CCC(=O)N2CCCC(N3CCN(c4cccc(C(F)(F)F)c4)CC3)C2)CC1 (stereo not given)
 : 101	13	3	3	1	1	103	102	-1.8
Cc1cc(NC(=O)CCCSc2nc(-c3ccco3)cc(C(F)(F)F)n2)no1
 : 91	-3	-7	-2	0	3	101	102	-0.9
CC(C)CCNC(=O)NC(=O)CSc1nnc(-c2ccccc2F)n1N
 : 93	30	-3	-1	9	-1	97	106	1.0
CCOC(=O)C(CC)Sc1nnc2c3cc(C)ccc3n(C)c2n1 (stereo not given)
 : 102	-2	7	3	0	3	94	104	0.6
O=C(CSc1nnnn1-c1ccccc1)NC(=O)Cc1ccccc1
 : 120	34	2	-2	2	1	102	106	nt
O=C(CN1C(=O)CSc2ccccc21)N1CCc2ccccc21
 : 99	nt	7	2	0	1	90	97	-3.2
NC(=O)CC12CC3CC(C1)CC(CC(N)=O)(C3)C2
 : 118	7	-2	1	0	-1	98	105	0.2
COc1ccc(N2CN=C3SCC(=O)N3C2)cc1
 : 94	15	4	-4	2	1	94	105	-1.2
CC1CCN(C(=O)CC#N)CC1
 : 101	5	6	-5	0	-5	91	98	0.6

# Carrying on:
# Every second line gives: Yeast superoxide	VLA-4 inh	MCL1-BIM inh	BCLXL inh	GRK2 inh	GLD-1 TGE inh	CIT2 TOR yeast	AGP1-GFP MLPCN	MEX-5 binding
COc1ccc(NC(=O)c2cc(=O)[nH]c(=O)[nH]2)cc1S(=O)(=O)Nc1ccccc1Cl
 : 94	34	2	1	0	10	106	108	0.2
COc1cc(OC)cc(-c2c(-c3cccs3)c3cc(-c4ccc(OCc5ccccc5)cc4)ccc3n2C)c1
 : 104	-2	nt	nt	3	7	85	104	nt
CNS(=O)(=O)c1cccc(C(=O)OCC(=O)c2cc(C)n(CC3CCCO3)c2C)c1 (stereo not given)
 : 104	18	0	2	0	7	89	96	nt
O=C(CCCOc1ccccc1)NCCc1nc2ccccc2[nH]1
 : 103	1	4	10	2	1	98	97	-0.5
CC(Oc1ccccc1)C(=O)N1CCN=C1SCc1cccc(F)c1 (stereo not given)
 : 96	-1	-2	0	1	1	100	104	-2.0
O=C(NCCS(=O)(=O)N1CCN(c2ccccc2F)CC1)c1ccc(Cl)cc1
 : 105	10	9	4	1	5	96	100	-1.4
O=c1c2c3c(sc2nc2n1CCCCC2)CCCCC3
 : 96	13	1	1	0	-4	102	101	-2.3
O=C(CN1C(=O)c2ccc(Br)cc2C1=O)NCC1CCCO1 (stereo not given)
 : 98	1	-15	2	1	-1	96	98	0.7
CCCCc1nnc(NC(=O)CN2C(=O)NC3(CCCCC3)C2=O)s1
 : 92	1	2	0	0	-4	90	94	-0.8
O=C(NCCc1ccccc1)C1CCCN1S(=O)(=O)c1ccc(Cl)cc1 (stereo not given)
 : 108	2	4	4	1	2	100	99	-4.3
Cc1ccc(C(=O)Nc2ccc(N3CCN(S(C)(=O)=O)CC3)cc2)cc1
 : 95	10	6	4	0	3	100	93	0.0
COc1ccc(-c2noc(C3CCCN(C(=O)c4cccc(F)c4)C3)n2)cc1 (stereo not given)
 : 97	8	1	2	0	1	100	97	-0.4
COc1cc(OC)cc(-c2c(-c3cccs3)c3cc(-c4ccn[nH]4)ccc3n2C)c1
 : 80	5	3	13	8	11	84	96	nt
COc1ccc(OC)c(/C=C2\NC(=O)NC2=O)c1
 : 99	-1	-2	2	1	12	100	96	-7.3
COCCNC(=O)Cn1c(=O)n(Cc2ccc(C(=O)NCCc3ccc(OC)c(OC)c3)cc2)c(=O)c2ccccc21
 : 100	2	2	2	2	2	98	104	-1.3
Cc1c(Cl)cccc1NC(=S)NCCC(C)C
 : 90	6	3	-2	1	2	100	100	0.2
CCS(=O)(=O)Nc1cccc(-c2ccc3nnc(-c4cccnc4)n3n2)c1
 : 93	5	7	12	0	5	101	120	-0.2
CCCn1c(=O)c2[nH]c(-c3ccc(OCC(=O)Nc4ccc(C#N)cc4)cc3)nc2n(CCC)c1=O
 : 99	3	-3	-1	0	4	83	87	nt
COc1ccc(C)cc1NC(=O)c1sc2nc(C)nc(N3CCOCC3)c2c1C
 : 97	0	-2	1	2	-9	95	96	1.1
COc1ccc(CN2CCC(C)CC2)cc1OCc1ccccc1
 : 101	9	nt	nt	0	nt	109	101	-1.1

# Next compounds follow.
# Every second line gives: Yeast superoxide	VLA-4 inh	MCL1-BIM inh	BCLXL inh	GRK2 inh	GLD-1 TGE inh	CIT2 TOR yeast	AGP1-GFP MLPCN	MEX-5 binding
COc1ccc(/C=N\NS(=O)(=O)c2ccc(Br)cc2)cc1COc1ccccc1[N+](=O)[O-]
 : 109	-4	1	-1	0	6	91	97	-1.5
O=C(NC1CCCC1)c1cccc2c1C(=O)c1ccc(/C=C/c3ccccc3)cc1S2(=O)=O
 : 95	2	8	5	0	-4	105	99	nt
O=c1ccc2cc(S(=O)(=O)N3CCN(c4ccccc4F)CC3)ccc2o1
 : 117	21	-9	-1	1	-4	92	96	0.7
Cc1nc2cc(NC(=O)Nc3ccccc3Cl)ccc2n1C
 : 101	10	5	5	1	4	107	103	0.2
CN(C)c1ccnc2sc(C(=O)c3ccc(Br)cc3)c(N)c12
 : 92	3	-5	0	2	3	105	99	-11
CC(=O)c1cccc(NC(=O)CN2C(=O)c3cccnc3Oc3ccc(Cl)cc32)c1
 : 108	-47	-2	2	0	-1	103	104	6.3
O=C(NCc1ccccn1)c1ccc(Cl)c(S(=O)(=O)N2CCOCC2)c1
 : 94	-24	4	-2	2	-5	103	103	1.3
COC(=O)CCCC1=CC2=CC(=O)C(C)(OC(=O)c3cccs3)C(=O)C2=CN1c1ccccc1 (stereo not given)
 : nt	nt	16	17	nt	15	nt	nt	-6.9
Cc1ccc(OCC(=O)Nc2cnn(CCCC(=O)O)c2)c([N+](=O)[O-])c1
 : 90	0	0	3	0	-6	101	105	0.2
O=C(Cn1ccc(C(F)(F)F)n1)N/N=C/c1ccc(N2CCOCC2)cc1
 : 96	-4	9	8	0	-2	104	101	-2.9
O=C(COc1ccc(-c2nnco2)cc1)N1CCOCC1
 : 105	5	nt	nt	1	0	104	103	nt
CC(C(=O)NC1CCCC1)N(C(=O)c1snc(C(N)=O)c1N)c1ccc2c(c1)OCCO2 (stereo not given)
 : 105	-7	0	1	0	2	104	105	0.2
N#C/C(=C\c1ccc(F)cc1)C(=O)NC1CCS(=O)(=O)C1 (stereo not given)
 : 95	17	-6	3	0	-4	117	98	-6.8
CCCOc1ccc(NC(=O)CC2C(=O)OCC3CCCCN32)cc1 (stereo not given)
 : 89	17	-2	0	5	0	103	98	nt
Cc1ccc(S(=O)(=O)Nc2nc3ccc(S(=O)(=O)N4CCCC4)cc3s2)cc1
 : 90	-4	-2	5	2	2	100	106	-3.4
COc1ccc(C(=O)NNC(=O)c2cc3ccccc3cc2O)cc1
 : 94	5	4	3	0	0	101	100	2.8
Cn1ncc(C#N)c1NC(=O)C1CC(c2ccc(Cl)cc2)=NO1 (stereo not given)
 : 87	7	-6	0	0	-3	102	103	1.0
Cn1cc(CN2CCCC(CNS(=O)(=O)c3cccc4cccnc34)C2)cn1 (stereo not given)
 : 99	-5	3	6	0	5	98	99	1.0

# Screening results deposited in PubChem BioAssay by several laboratories.
